Source: PubChem BioAssay
GDH-TPI counter = GDH-TPI coupled enzyme inhibition counter-screen; inhibition, % at 4.8 µM; AID 588335; GDH-TPI coupled enzyme counterscreen, NADH absorbance; 360,000 tested, 1.2% active; in the data active = inhibition above about 30%;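 also: 0% = DMSO wells and 100% = wells lacking the enzyme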
Mtb UGM inh = blocks M. tuberculosis UGM enzyme | AID 504406 | 320,000 tested, 0.06% active | P9WIQ1 | purified UGM, fluorescence polarization probe displacement | inhibition, % at 10 µM; in the data active = inhibition above about 10%, passing the limit was not always enough; inconclusive = no clear call, values can overlap the other calls
BoNT-F LC inh = blocks Botulinum neurotoxin F light chain protease | AID 588497 | 360,000 tested, 0.22% active | inhibition, % at 10 µM | Multiplex microsphere protease cleavage assay, flow cytometry; in the data active = inhibition above about 35%, passing the limit was not always enough; inconclusive = no clear call, values can overlap the other calls; also: plate controls were buffer without enzyme for full effect and enzyme alone for no effect
Rv3671c inh = inhibitors of M. tuberculosis serine protease Rv3671c. 320,000 tested, 0.048% active. AID 2606. P9WHR9. inhibition, % at 5.96 µM; in the data active = inhibition above about 38%;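 also: extracellular domain of Rv3671c used as enzyme; 0% = enzyme with DMSO and 100% = no enzyme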
Target sequence (P9WHR9 whole entry, looked up, the tested form may be a part): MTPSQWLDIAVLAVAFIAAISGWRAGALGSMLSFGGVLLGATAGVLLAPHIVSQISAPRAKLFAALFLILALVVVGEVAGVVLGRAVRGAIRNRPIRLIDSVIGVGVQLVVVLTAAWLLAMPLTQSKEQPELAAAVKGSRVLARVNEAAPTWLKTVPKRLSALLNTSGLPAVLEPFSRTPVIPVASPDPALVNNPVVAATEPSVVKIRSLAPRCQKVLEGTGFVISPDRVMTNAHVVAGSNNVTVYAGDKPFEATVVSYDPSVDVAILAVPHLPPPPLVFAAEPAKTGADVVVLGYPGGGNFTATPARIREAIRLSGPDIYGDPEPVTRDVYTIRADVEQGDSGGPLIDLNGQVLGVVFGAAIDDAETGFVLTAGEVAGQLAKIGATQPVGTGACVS
MazF activator = MazEF (E. coli) toxin RNase activation; P0AE70; FAM/BHQ RNA-DNA oligo cleavage fluorescence, 5 h; activation, % at 20 µM; 350,000 tested, 0.32% active; AID 504720; in the data active = activation above about 50%
Target sequence (P0AE70 whole entry, looked up): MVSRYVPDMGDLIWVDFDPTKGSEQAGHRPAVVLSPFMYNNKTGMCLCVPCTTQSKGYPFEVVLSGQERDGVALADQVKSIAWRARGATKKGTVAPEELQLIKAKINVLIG
Mtb BioA inh = inhibitors of Mycobacterium tuberculosis BioA enzyme; purified M. tuberculosis BioA enzyme, plate reader; inhibition, % at 9.99 µM; 360,000 tested, 0.096% active; AID 602481; in the data active = inhibition above about 40%; inconclusive = no clear call, values can overlap the other calls
FadD28 FP inh = M. tuberculosis FadD28 bisubstrate binding inhibition; FadD28 bisubstrate probe binding, fluorescence polarization; AID 588549; inhibition, % at 12.5 µM; 360,000 tested, 0.22% active; in the data active = inhibition above about 8.5%, passing the limit was not always enough; inconclusive = no clear call, values can overlap the other calls
FBA Mtb inh = Mtb fructose-bisphosphate aldolase inhibition; purified M. tuberculosis FBA, fluorescence read-out; inhibition, % at 1 µM; P9WQA3; 360,000 tested, 2.3% active; AID 588726; in the data active = inhibition above about 27%;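 also: 0% = vehicle and 100% = reference inhibitor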
Target sequence (P9WQA3 whole entry, looked up): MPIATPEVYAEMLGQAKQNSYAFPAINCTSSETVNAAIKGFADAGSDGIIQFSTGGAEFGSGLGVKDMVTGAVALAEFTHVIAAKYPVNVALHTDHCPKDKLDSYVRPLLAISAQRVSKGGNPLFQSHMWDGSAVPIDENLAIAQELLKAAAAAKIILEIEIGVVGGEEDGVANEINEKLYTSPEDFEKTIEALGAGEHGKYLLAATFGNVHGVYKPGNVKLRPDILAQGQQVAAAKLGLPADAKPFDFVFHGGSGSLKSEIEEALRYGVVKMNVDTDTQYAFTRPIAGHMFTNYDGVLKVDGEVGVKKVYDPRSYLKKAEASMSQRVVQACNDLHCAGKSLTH
PrPC surface inh = cell surface PrPC inhibition, primary TR-FRET screen; inhibition, % at 13.8 µM; TR-FRET read-out; AID 720596; 370,000 tested, 0.43% active; P04156; in the data active = inhibition above about 24%; also: 0% = median of the test wells and 100% = reference compound wells
An asterisk follows results filed as active; ? = inconclusive; . = no result given. Compounds were not picked by outcome (roughly 4.8% active in at least one column).

SMILES	GDH-TPI counter	Mtb UGM inh	BoNT-F LC inh	Rv3671c inh	MazF activator	Mtb BioA inh	FadD28 FP inh	FBA Mtb inh	PrPC surface inh
ClC(CCN1CCN(Cc2ccccc2)CC1)c1ccccc1 (stereo not given)	-3	-0.1	-16	6	2	.	-0.9	-1	-7
COc1cc(/C=C/C(=O)O)cc(S(=O)(=O)NC2CC2)c1OC	3	0.0	1	9	-4	-1.8	0.5	1	-4
O=C(COC(=O)c1cncc(Br)c1)Nc1ccc(S(=O)(=O)N2CCOCC2)cc1	10	.	11	.	3	-0.7	0.1	5	1
CCN(CC)CCCNC(=O)Cn1cnc2sc(C)c(S(=O)(=O)N3CCN(c4ncccn4)CC3)c2c1=O	-4	-1.9	-2	1	5	-0.5	-2.7	0	2
OCC1OC(n2cnc3c(NC4CCCC4)ncnc32)C(O)C1O (stereo not given)	-2	-6.0	-16	6	-4	-0.7	-2.4	1	13
COc1ccc(N(CC(=O)N2CCc3ccccc3C2)S(C)(=O)=O)cc1OC	7	2.1	-7	5	5	3.6	-1.2	1	4
C=CCNCCCCOc1ccc(C)cc1[N+](=O)[O-]	3	0.9	8	-6	7	-0.5	-3.1	-4	-4
O=C(NC1CCCCC1)NC12CC3CC(CC(C3)C1)C2	9	-1.8	-5	1	-14	-0.5	0.4	1	-2
O=C(CCc1ccccc1)OCC(=O)c1ccc(Br)cc1	12	-1.6	6	16	0	.	-2.6	1	12
CCOC(=O)C1CCN(Cc2cnc(Oc3ccc(N)cc3)s2)CC1	-3	-0.1	3	-1	1	-1.6	-0.3	-1	10
CCCn1c(SCC(=O)Nc2ccccc2Cl)n[nH]c1=O	9	-6.3	2	-1	8	.	-1.4	-5	5
O=C(NC(=O)N1CCCCC1)c1ccc(Cl)cc1	-11	-1.4	1	-3	1	-0.2	-1.6	-3	3
Cc1nc(Nc2ccccc2)[nH]c(=O)c1CCC(C)C	0	-1.2	11	-2	-3	-0.2	0.1	5	2
COC(=O)c1ccc(NC(=S)NC(=O)c2c(Cl)cnn2C)cc1	8	-1.6	-3	-10	-15	.	-0.5	0	-4
COc1ccc(N(CC(=O)Nc2ccccc2SC)S(C)(=O)=O)cc1OC	0	1.1	-9	7	-4	1.0	-0.1	2	-4
Nc1ncnc2c1ncn2-c1ccccc1Cl	5	.	0	.	7	-0.4	-1.3	-2	3
COc1cc(/C=N/n2cnnc2)ccc1OC(=O)N(C)C	-12	0.3	6	-1	2	.	-4.4	0	5
Cc1cc(NC(=O)CSc2nc(-c3cccs3)nc3ccccc23)no1	21	-0.7	-3	-47	0	-0.9	-3.3	6	44*
CN(C)Cc1c(C(=O)Nc2ccccc2)[nH]c2ccccc12	2	1.9	6	-15	3	0.5	-2.4	2	0
Cc1nc2sc(C(c3ccc(Cl)cc3)N3CCN(c4ccccc4F)CC3)c(O)n2n1 (stereo not given)	6	-1.1	6	-7	-3	43*	-2.9	-5	-8
Cc1cc(C)c2c(-n3cccc3)c(C(=O)NNS(=O)(=O)c3ccc(F)cc3)sc2n1	-6	2.3	-5	-1	6	17	-6.4	-11	2
Cc1cc(-n2c(=S)sc3c(=O)n(-c4ccc(F)cc4)c(SCC(=O)O)nc32)ccc1Cl	20	1.6	10	0	-9	.	1.6	-3	-5
O=C(O)COc1ccccc1/C=C1\SC(=Nc2ccc(F)cc2)N(c2ccc(F)cc2)C1=O	11	0.3	-1	-7	-3	5.3	-2.5	-2	-3
Cc1cc2ncc(C(=O)N=CN(C)C)cn2n1	0	-3.2	-2	-2	1	.	-1.0	0	-3
COc1ccc(/C=C2\SC(=O)N=C2N)cc1OC	3	-2.4	2	7	11	.	-3.1	5	-25
Cc1cc(-n2c(SCCC#N)nnc2-c2cccnc2)ccc1Cl	0	-1.1	5	6	7	-1.3	-2.8	-6	-1
CC(=O)c1ccc(S(=O)c2ccccc2)cc1 (stereo not given)	5	0.9	-4	-4	-1	2.3	-0.7	0	-4
Cc1ccc(CN2CC(C(=O)N3CC=C(c4ccccc4)CC3)CC2=O)cc1 (stereo not given)	2	2.2	7	1	3	7.6	-3.8	-1	5
CCN(CC)CC1(O)CCN(C(=O)c2ccc(Cl)c(Cl)c2)CC1	-6	0.0	-3	-2	11	.	-2.6	3	2
CCn1c(SCC(=O)N2CCCCC2C)nnc1-c1ccc(S(=O)(=O)N2CCN(C)CC2)cc1 (stereo not given)	5	-2.1	18	-2	-13	0.2	-0.3	12	0
COc1ccc2nc(-c3ccccc3)cc(C(=O)OCC(=O)NC3CC3)c2c1	1	.	-6	.	-6	.	-2.6	13	-3
COc1ccc(N2C(=O)C(CC(N)=O)N(NC(=O)c3cccc(OC)c3)C2=S)cc1 (stereo not given)	6	-2.7	6	5	-12	.	3.2	-1	-2
CNC(=O)Nc1ccc(C(O)(C(=O)OC)C(F)(F)F)cc1 (stereo not given)	12	2.7	?	3	4	0.7	-5.1	0	3
CCCCNC(=O)c1ccccc1SCc1c(C)noc1C	5	0.5	0	-3	8	-1.0	-1.5	3	4
CC(NC(=O)C1CC12CCC2)c1ccccc1 (stereo not given)	0	0.4	-1	3	-28	.	0.0	-3	7
COc1ccc(CC(=O)NCC(=O)Nc2ccccc2Br)cc1	-1	-2.2	4	-7	10	-0.1	-0.2	0	3
Nc1c(C(=O)Nc2cccc(Cl)c2Cl)sc2nc(-c3cccnc3)ccc12	7	-2.1	11	-6	-8	-0.8	-1.0	-1	-1
O=C(CSc1nc(-c2ccc(F)cc2)cc(C(F)(F)F)n1)NCc1cccs1	-3	0.2	2	-6	-7	-1.3	-2.2	6	-4
CC(=O)C(Sc1nnnn1-c1ccccc1)C(C)=O	-5	0.5	?	3	9	-0.1	0.0	0	8
CN1C(=O)C(=Cc2sc(=O)n(-c3ccccc3)c2N2CCCCC2)C(=O)N(C)C1=O	7	.	?	.	-321	-2.9	1.7	-9	-4
COc1ccccc1C1C(C#N)=C(N)Oc2cc(C)n(CCCn3ccnc3)c(=O)c21 (stereo not given)	3	1.3	0	2	-6	3.2	-0.3	-3	-3
O=C(Nc1cc(S(=O)(=O)N2CCOCC2)ccc1N1CCOCC1)c1ccc(S(=O)(=O)N2CCCCC2)cc1	-4	5.7	-4	20	4	.	-0.8	0	-2
COC(=O)c1cc2nc(-c3ccc(OC)cc3)cc(C(F)(F)F)n2n1	0	-0.3	15	5	1	-2.3	-1.4	4	-1
c1cc(-c2nsc(-c3ccncc3)n2)ccn1	21	1.6	?	14	-4	-0.3	0.7	1	-17
Cc1ccc(NC(=O)C2CCC(=O)N2C(=O)OCc2ccccc2)cc1 (stereo not given)	1	-0.5	-7	-9	12	-0.2	-0.1	0	-2
CC(=O)Nc1ccc(S(=O)(=O)N(C)CC(=O)OCC(=O)N2CCc3ccccc32)cc1	9	0.7	-2	2	6	1.9	-0.4	-1	10
Cc1noc(C)c1C(=O)OCC(=O)Nc1cccc(S(N)(=O)=O)c1	4	2.8	7	5	8	.	-2.2	-3	3
COc1ccc(S(=O)(=O)N2CCCC2C(=O)Nc2nc3c(s2)CCCC3)cc1 (stereo not given)	1	1.9	8	-2	1	1.0	-4.8	1	12
COc1cccc(-c2cc(C(=O)Nc3cnn(Cc4ccc(F)cc4)c3)no2)c1	9	1.3	-6	0	-34	.	-0.4	-2	2
COc1ccccc1-n1cnc2cc(NC(=O)c3ccco3)ccc21	-7	-0.9	-1	-9	-2	9.1	-4.2	2	0
Additional compounds.
SMILES	GDH-TPI counter	Mtb UGM inh	BoNT-F LC inh	Rv3671c inh	MazF activator	Mtb BioA inh	FadD28 FP inh	FBA Mtb inh	PrPC surface inh
COc1ccc(Br)cc1CNC(=O)Cc1c(C(=O)O)[nH]c2ccc(Cl)cc12	6	2.2	3	-13	-30	.	-3.7	4	2
CCOc1ccccc1CNC(=O)C1Cc2cc(S(=O)(=O)N3CCCCC3)ccc2N1C(C)=O (stereo not given)	0	-0.8	-1	-10	-1	4.0	-0.3	-2	2
CN(Cc1ccccc1)C(=O)CSc1nc2ccccc2[nH]1	-7	-1.2	-4	-13	10	3.3	-2.0	1	-3
C[C@@]12CCC=C[C@H]1[C@H](c1ccc3ccccc3c1)N(Cc1ccccc1)C2=O	8	0.2	-16	16	-2	-1.0	-0.2	2	1
CCC/C(=N\NC(=O)c1ccc(CSc2nncn2C)cc1)c1ccccc1	10	0.9	-6	-6	-3	.	-2.4	-3	-6
O=C(Cn1ncc2c1-c1ccccc1OC2)N1CCN(Cc2ccccc2)CC1	8	0.8	3	-13	7	.	-1.0	1	-6
COc1ccc(CNCCC(c2ccc(F)cc2)c2ccc(OC(C)C)cc2)cc1OC (stereo not given)	-10	-3.7	.	-1	4	3.5	-2.8	1	-9
Cc1nc(CCNC(=O)CC2C(=O)NCCN2Cc2ccoc2)nc2c1CCCC2 (stereo not given)	8	-0.5	-3	1	-3	.	0.8	-1	-3

Reprinted at random: 2 compounds from above, in no set order.
SMILES	GDH-TPI counter	Mtb UGM inh	BoNT-F LC inh	Rv3671c inh	MazF activator	Mtb BioA inh	FadD28 FP inh	FBA Mtb inh	PrPC surface inh
COc1ccc(CNCCC(c2ccc(F)cc2)c2ccc(OC(C)C)cc2)cc1OC (stereo not given)	-10	-3.7	.	-1	4	3.5	-2.8	1	-9
CN(Cc1ccccc1)C(=O)CSc1nc2ccccc2[nH]1	-7	-1.2	-4	-13	10	3.3	-2.0	1	-3

Among those listed so far, nine contain fluorine:
SMILES	GDH-TPI counter	Mtb UGM inh	BoNT-F LC inh	Rv3671c inh	MazF activator	Mtb BioA inh	FadD28 FP inh	FBA Mtb inh	PrPC surface inh
Cc1nc2sc(C(c3ccc(Cl)cc3)N3CCN(c4ccccc4F)CC3)c(O)n2n1 (stereo not given)	6	-1.1	6	-7	-3	43*	-2.9	-5	-8
Cc1cc(C)c2c(-n3cccc3)c(C(=O)NNS(=O)(=O)c3ccc(F)cc3)sc2n1	-6	2.3	-5	-1	6	17	-6.4	-11	2
Cc1cc(-n2c(=S)sc3c(=O)n(-c4ccc(F)cc4)c(SCC(=O)O)nc32)ccc1Cl	20	1.6	10	0	-9	.	1.6	-3	-5
O=C(O)COc1ccccc1/C=C1\SC(=Nc2ccc(F)cc2)N(c2ccc(F)cc2)C1=O	11	0.3	-1	-7	-3	5.3	-2.5	-2	-3
CNC(=O)Nc1ccc(C(O)(C(=O)OC)C(F)(F)F)cc1 (stereo not given)	12	2.7	?	3	4	0.7	-5.1	0	3
O=C(CSc1nc(-c2ccc(F)cc2)cc(C(F)(F)F)n1)NCc1cccs1	-3	0.2	2	-6	-7	-1.3	-2.2	6	-4
COC(=O)c1cc2nc(-c3ccc(OC)cc3)cc(C(F)(F)F)n2n1	0	-0.3	15	5	1	-2.3	-1.4	4	-1
COc1cccc(-c2cc(C(=O)Nc3cnn(Cc4ccc(F)cc4)c3)no2)c1	9	1.3	-6	0	-34	.	-0.4	-2	2
COc1ccc(CNCCC(c2ccc(F)cc2)c2ccc(OC(C)C)cc2)cc1OC (stereo not given)	-10	-3.7	.	-1	4	3.5	-2.8	1	-9
